Bioassay records (PubChem)
LMP1 NFkB inh – inhibitors of Epstein-Barr LMP1-induced NF-kappaB reporter. AID 504558. inhibition, % at 12.5 µM. 350,000 compounds, 0.69% hits. LMP1-induced NF-kappaB luciferase reporter cells, luminescence; in the data active = inhibition above about 41%;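 also: 0% = neutral control wells and 100% = reference inhibitor control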
NCOA1 inh – human NCOA1 inhibition; Q15788; HEK293 GAL4-SRC1 luciferase reporter, luminescence; inhibition, % at 3.6 µM; 360,000 compounds, 0.12% hits;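 active = inhibition above the campaign mean plus 3 SD, with each screening campaign given its own cutoff, cut at about 60% in these data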;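 also: 0% = DMSO treated cells and 100% = gossypol at 36 µM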
Target sequence (Q15788 whole entry, looked up, the tested form may be a part): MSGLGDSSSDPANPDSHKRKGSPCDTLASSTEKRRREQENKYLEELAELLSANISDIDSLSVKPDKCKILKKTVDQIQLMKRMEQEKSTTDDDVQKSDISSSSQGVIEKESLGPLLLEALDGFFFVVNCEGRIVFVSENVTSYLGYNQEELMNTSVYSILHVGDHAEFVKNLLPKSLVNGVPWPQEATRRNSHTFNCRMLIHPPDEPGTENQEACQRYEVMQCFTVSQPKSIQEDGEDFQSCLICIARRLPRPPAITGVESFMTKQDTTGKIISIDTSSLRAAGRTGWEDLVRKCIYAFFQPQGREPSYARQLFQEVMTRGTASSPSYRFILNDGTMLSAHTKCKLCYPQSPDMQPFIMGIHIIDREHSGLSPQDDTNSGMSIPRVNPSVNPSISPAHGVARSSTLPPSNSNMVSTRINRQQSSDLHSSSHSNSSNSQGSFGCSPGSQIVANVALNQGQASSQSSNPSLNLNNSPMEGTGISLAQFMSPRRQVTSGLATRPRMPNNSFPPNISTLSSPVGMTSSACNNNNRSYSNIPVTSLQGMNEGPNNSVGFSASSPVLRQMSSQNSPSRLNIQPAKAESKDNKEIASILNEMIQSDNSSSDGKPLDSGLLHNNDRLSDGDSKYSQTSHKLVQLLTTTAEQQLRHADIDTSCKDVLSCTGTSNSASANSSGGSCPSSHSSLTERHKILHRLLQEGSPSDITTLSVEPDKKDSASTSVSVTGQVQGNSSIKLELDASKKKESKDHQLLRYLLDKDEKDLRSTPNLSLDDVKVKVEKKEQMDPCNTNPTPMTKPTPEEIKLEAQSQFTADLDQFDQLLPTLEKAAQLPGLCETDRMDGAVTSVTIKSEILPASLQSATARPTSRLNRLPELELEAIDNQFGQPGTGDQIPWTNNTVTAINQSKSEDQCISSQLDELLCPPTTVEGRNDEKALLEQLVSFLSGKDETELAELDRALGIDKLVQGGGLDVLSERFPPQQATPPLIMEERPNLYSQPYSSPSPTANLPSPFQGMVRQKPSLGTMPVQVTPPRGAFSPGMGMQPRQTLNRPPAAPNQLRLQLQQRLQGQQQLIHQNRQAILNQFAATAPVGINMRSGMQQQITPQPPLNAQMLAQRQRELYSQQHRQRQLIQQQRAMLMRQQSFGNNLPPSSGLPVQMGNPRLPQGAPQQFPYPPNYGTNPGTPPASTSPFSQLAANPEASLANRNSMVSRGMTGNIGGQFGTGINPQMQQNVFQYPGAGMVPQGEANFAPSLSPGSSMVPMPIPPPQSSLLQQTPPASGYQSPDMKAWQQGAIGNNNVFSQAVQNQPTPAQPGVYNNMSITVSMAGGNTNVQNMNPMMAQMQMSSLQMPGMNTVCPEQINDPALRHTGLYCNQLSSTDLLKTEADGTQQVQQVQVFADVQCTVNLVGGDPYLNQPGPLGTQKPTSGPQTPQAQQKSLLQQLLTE
NR2F2 inh – NR2F2 (human) inhibition, primary screen; HEK293T NGFI-A luciferase reporter, luminescence; inhibition, % at 8.6 µM; 370,000 compounds, 0.7% hits; AID 686940;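 active = inhibition above a per-plate cutoff, mean inhibition of test wells between control levels plus 3 SD, cut at about 38% in these data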;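 also: cells cotransfected with COUP-TFII expression vector driving the NGFI-A reporter; 0% = median of COUP-TF2 test wells and 100% = reporter-only cells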
SRC3 inh – inhibitors of human steroid receptor coactivator 3 (SRC3) | inhibition, % at 3.6 µM | AID 588352 | HEK293 GAL4-SRC3 luciferase reporter, luminescence | 360,000 compounds, 0.17% hits;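 active = inhibition above a per-campaign cutoff, the mean of all compounds plus 3 SD, cut at about 60% in these data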;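 also: 0% = DMSO-treated cells and 100% = gossypol-treated cells at 36 µM; higher means less SRC3-driven luciferase light from the GAL4 reporter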
TROY NFkB inh – blocks TROY-dependent signaling in reporter cells; Q293 LMP1-TROYcd NF-kB luciferase reporter, 4 h; 360,000 compounds, 0.98% hits; inhibition, % at 10 µM; AID 1347056;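 active = compounds whose plate-normalised and pattern-corrected inhibition of the luciferase reporter signal at the single screening dose is 50% or more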
NR5A2 inv ag – suppresses constitutive activity of human LRH-1 | inhibition, % at 3.6 µM | O00482 | HEK293T StAR-luciferase reporter, LRH-1 transfected, 24 h | AID 602396 | 360,000 compounds, 0.13% hits;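 active = inhibition above the mean inhibition of all tested compounds plus 3 SD, cut at about 73% in these data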;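 also: 0% = DMSO wells and 100% = reporter-only cells lacking LRH-1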
CF NFkB block – blocks PAF-induced NF-kB reporter in cystic fibrosis cells. inhibition, % at 5 µM. AID 588850. 360,000 compounds, 0.86% hits. KKLEB NF-kB-GFP reporter, GFP fluorescence overnight;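 active = at least 50% inhibition at 5 µM, scaled per plate between neutral and stimulator controls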;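 also: PAF is a Pseudomonas aeruginosa culture filtrate used as stimulus; plate controls were PAF-stimulated DMSO wells for no effect and unstimulated DMSO wells for full effect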
TWEAK Fn14 block – TWEAK-Fn14 signaling inhibition; 360,000 compounds, 2% hits; TWEAK-stimulated Fn14 reporter cells, luciferase luminescence, 8 h; inhibition, % at 10 µM; in the data active = inhibition above about 50%
Shn3 inh set2 – inhibitors of Schnurri-3 3'UTR reporter in osteoblasts; Clone20 osteoblast Shn3 3'UTR firefly luciferase, 24 h; inhibition, % at 12.5 µM; 360,000 compounds, 0.52% hits; AID 588674;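 active = mean inhibition of at least 75% with every replicate also reaching 75%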;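 also: 0% = median of neutral control wells and 100% = pilot-screen positive control compound; some compounds past the cut are filed as inactive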
KKLEB tox – CF airway cell cytotoxicity counter-screen. KKLEB CF airway cells viability, ATPlite luminescence, overnight; active compounds read low; cells stimulated with P. aeruginosa culture filtrate. activity change (cytotoxicity), % at 5 µM. 360,000 compounds, 0.36% hits;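 active = corrected activity change at or below -50% at 5 µM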
TRAIL sens C8 – sensitizes caspase-8 expressing cells to TRAIL; NB7+C8 cells + TRAIL, ATPlite viability luminescence; inhibition (viability loss, TRAIL sensitization), % at 10 µM; 360,000 compounds, 1% hits;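 active = compounds causing at least 50% loss of cell viability in the single-dose screen, relative to plate controls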
* marks the source's active call; other numbers are inactive results; / = not tested or not shown. Not all compounds are listed, so the mix of outcomes need not match the whole.

SMILES	LMP1 NFkB inh	NCOA1 inh	NR2F2 inh	SRC3 inh	TROY NFkB inh	NR5A2 inv ag	CF NFkB block	TWEAK Fn14 block	Shn3 inh set2	KKLEB tox	TRAIL sens C8
COCCN(C(=O)COc1ccc(Cl)cc1)c1nnc(-c2cccnc2)s1	-1	10	15	22	2	2	-1	-10	16	-9	-10
CS(=O)(=O)N(CC(=O)Nc1c(F)cccc1F)Cc1ccccc1	-5	5	4	0	8	-6	-8	1	0	8	-22
O=C(NCc1ccco1)C(=O)NCC1OCCN1C(=O)c1ccc(Cl)cc1 (stereo not drawn)	-28	-1	12	24	-2	-9	-25	-11	9	1	-21
S=c1[nH]nc(CCc2ccccc2)n1-c1ccccc1	0	3	-10	12	-2	-8	-1	13	-8	3	12
Cc1cccc(C)c1NC(=O)/C(C#N)=C/c1ccc(-c2ccc(C(=O)O)cc2)o1	-53	-98	-13	-127	-86	-69	-9	9	-159	12	4
CCOc1ccc(N2CC(C(=O)Nc3cccnc3)CC2=O)cc1 (stereo not drawn)	-6	2	-5	-6	10	19	2	-9	-6	-3	-2
CCOC(=O)CNC(=O)c1cc2c(=O)[nH]c3ccc(C)cc3c2s1	1	5	11	-5	-13	-17	26	-11	-1	-4	-44
Cc1cccc(CN2CCN(c3ncccn3)CC2)c1	6	6	-2	12	1	-2	-3	-1	0	14	-9
Cc1cc(C)nc(NC2=NCC(=O)N2c2ccc(Cl)cc2)n1	7	11	5	15	6	16	16	-5	19	-12	-5
O=c1[nH]c(=O)n(CCc2ccc(F)cc2)c(O)c1C=NCc1ccc2c(c1)OCO2	-2	5	-5	9	-22	0	14	-35	10	-9	3
Cc1cccc(/N=C/c2sc3ccccc3c2O)n1	-33	-30	-15	-39	-26	-3	-41	46	/	-7	25
CN1C(=O)C2(OCCCO2)c2ccccc21	-3	10	-5	0	13	6	-12	2	-9	1	3
COC(=O)[C@@]1(Cc2ccc(F)cc2)[C@H]2c3cc(C(=O)N4CCCC4)n(Cc4cc(C)n(C)n4)c3C[C@H]2CN1C(=O)c1ccccc1	/	/	-9	/	-14	-12	/	22	/	/	-1
Brc1ccc(CSc2ncnc3nc[nH]c23)cc1	-9	-13	-37	-11	-3	-8	24	-3	13	2	19
Fc1ccc(NC(=S)Nc2ccc(Br)cc2)cc1	-9	8	-17	11	-26	-8	0	5	75	4	-7
O=C(CSc1n[nH]c(-c2ccccn2)n1)Nc1ccccc1F	2	-2	-5	1	26	-16	0	13	43	0	4
CC(C)C[C@@H](NC(=O)[C@H]1CCCN1C(=O)Cc1ccccc1)C(N)=O	-10	-13	7	-8	-25	-16	5	-15	-24	-8	7
COCCN1CCN(C(=O)c2cc(COc3ccc(F)cc3Cl)on2)CC1	2	-14	-1	-10	-13	0	2	3	-14	-11	8
COC(=O)c1ccc(OCC(=O)Nc2ccsc2C(=O)OC)cc1	-2	12	-4	2	-17	5	12	-28	13	-8	-1
COc1cccc(C2N(c3cccc(Cl)c3)C(=O)C3CCCN32)c1 (stereo not drawn)	3	-3	7	20	-20	-11	4	-3	5	14	-15
COC(=O)C1CCc2c(ccc3c2CCCC3)C1=O (stereo not drawn)	-25	-79	-39	-73	-56	-95	4	-2	-72	-1	28
O=C(NCCc1ccccc1)C1CCN(S(=O)(=O)N2CCCCCC2)CC1	-6	-54	0	11	-17	1	-5	5	15	1	-6
CCOC(=O)C1(CCCc2ccccc2)CCN(C(=O)C2=C(C)OCCO2)CC1	-1	-11	14	16	10	19	-8	-11	14	5	5
Cc1cc(NC(=O)CSc2nc3ccccc3n2CC(=O)N2CC(C)CC(C)C2)no1 (stereo not drawn)	2	-14	1	17	14	19	8	8	0	-14	-5
CC(=O)c1cccc(NC(=O)CCNS(=O)(=O)c2cccc3nsnc23)c1	0	-10	-3	-9	1	6	7	3	5	-2	-5
CC(NC(=O)c1cccc(OC2CCN(C(=O)C3CC3)CC2)c1)c1ccc(F)cc1 (stereo not drawn)	-4	-9	-9	9	4	0	-5	-3	1	-4	-1
Cc1ccc(C)n1N1C(=O)/C(=C\c2ccc(Cl)cc2)SC1=S	1	-5	-18	-4	-53	6	-13	-32	15	1	4
O=[N+]([O-])c1cccc(CN2CCC(Cc3ccccc3)CC2)c1	-6	-11	8	1	12	13	-31	-11	-6	9	10
CCn1c(N2CCN(CC(=O)c3c[nH]c4ccccc34)CC2)nc2c1c(=O)[nH]c(=O)n2C	0	4	5	-18	22	6	8	10	20	-5	3
COC(=O)c1cc2ccccc2c([N+](=O)[O-])c1O	3	-12	-4	0	-5	-3	-24	21	-15	3	-4
NC(=O)CSc1nnc(-c2cccs2)n1-c1ccccc1	-23	-8	-10	15	-15	-15	6	-10	2	-1	16
COC(C[C@H]1O[C@@H]1[C@H](O)[C@H](C)OCc1ccccc1)OC	34	-24	6	-5	-6	5	12	8	0	-12	-1
COc1cccc(=O)c2c(C)n(-c3ccc(C(=O)O)cc3)c(C)c12	10	-8	8	6	-33	-25	-33	-3	10	-10	0
Cn1c(CO)cnc1-c1ccccc1	2	3	11	25	-17	13	-16	15	-5	13	-6
COc1ccc(CNC(=O)c2ccc(N3CCCC3=O)cc2)cc1	-18	-48	0	-26	-57	-24	-16	1	-37	-2	-10
O=C(NCCCN1CCOCC1)C(=O)c1c[nH]c2ccccc12	-9	-52	-13	-17	6	14	-23	24	-3	10	-8
Cc1cc(C)c(NC(=O)CSc2nc3ncc(Br)cc3[nH]2)c(Cl)c1	1	-6	0	6	2	16	17	10	-6	-2	7
CCOC(O)[C@H]1N[C@@H](c2ccc(Cl)cc2)[C@@H]([N+](=O)[O-])[C@@H]1c1ccccc1 (stereo partly drawn)	-8	2	-2	-4	-37	-12	-2	-41	-24	14	7
NC(=O)COC(=O)c1sc2cc(F)ccc2c1Cl	-3	10	-19	19	-25	13	-4	-16	-45	11	5
O=C(CC1C(=O)NCCN1Cc1cccc(F)c1)NC1CCCCCC1 (stereo not drawn)	-6	5	4	4	15	0	9	2	-4	-1	-6
CSc1ncnc2c1ncn2CCCN1CCN(c2ncccn2)CC1	4	-33	-7	0	3	-22	-4	3	0	9	3
Cc1ccc(S(=O)(=O)NCCCNS(C)(=O)=O)cc1	-2	-6	-3	12	-9	8	-5	18	16	7	-7
O=C1CN(C(=O)CSc2nc3ccccc3n2CCc2ccccc2)c2ccccc2N1	-2	17	14	17	10	-5	-6	11	-2	0	3
COc1ccccc1CNC(=O)C1Cc2ccccc2C(=O)O1 (stereo not drawn)	-14	-15	-11	13	5	2	15	13	1	0	-1
Cc1cc(Nc2ccccc2Cl)nc(-c2ccccc2O)n1	9	10	4	-3	-20	14	8	10	1	-12	27
CCCC1(C(=O)OCC)NC(c2ccc(OC)cc2OC)C2C(=O)N(c3ccccc3)C(=O)C21 (stereo not drawn)	6	-15	-14	6	12	-9	-7	-23	-24	0	-2
COc1ccccc1CCNC(=O)CNC(=O)Cc1cccc2ccccc12	1	4	0	-12	26	-7	-12	15	6	5	13
Cc1ccc(-n2nnnc2SCC(=O)N(CC(C)C)c2c(N)n(CC(C)C)c(=O)[nH]c2=O)cc1	-45	7	26	11	-6	11	-15	6	8	8	11
Cc1cc(C)c(S(=O)(=O)N(C)CC(=O)NCC2CCCO2)c(C)c1 (stereo not drawn)	-3	15	7	14	11	17	1	-6	-7	2	15
Nc1c(Br)cc2c(c1Br)C(O)c1ccccc1-2 (stereo not drawn)	-2	-25	-16	-4	-8	24	-15	-5	94*	-8	4
COC(=O)Nc1ccc(N2CCOCC2)c(S(=O)(=O)N2CCOCC2)c1	1	-57	8	-11	1	14	1	-9	-14	-1	-4
O=C(CCCN1CCC(O)(c2ccc(Br)cc2)CC1)c1ccc(F)cc1	4	3	-9	0	-8	11	-11	-2	-30	-24	4
CCC(CC)c1nnc(NC(=O)c2cc([N+](=O)[O-])ccc2N2CCOCC2)s1	-10	-1	-5	7	-32	15	2	-33	14	-14	1
CCC(=O)Nc1ccc(C(=O)CSc2nnc(-c3ccccc3F)n2C2CC2)cc1	5	-21	9	-26	-13	-5	9	12	24	14	-11
COc1ccc(C(=O)NCc2nnc(SCC(=O)c3ccccc3)o2)cc1	1	-4	-10	-16	-12	8	16	4	13	7	-9
O=C(NCCN1CCN(C(=O)c2cccc(Br)c2)CC1)C(=O)Nc1ccc(Br)cc1	4	13	10	13	8	8	13	-1	53	-10	12
CCNC(=O)C(=O)N1CCC2(CC1)OCCN2S(=O)(=O)c1ccc(C)cc1	3	-24	-15	-21	5	10	2	7	-1	11	-3
COC(=O)C1=C(O)/C(=C\c2ccc(CNC(=O)C(=O)Nc3ccc(C)c(C)c3)o2)N=C1C	-1	-2	-18	-5	-5	-9	7	-1	-35	4	2
O=C(NCc1ccco1)C1CCN(c2nc3ccccc3n2Cc2ccccc2F)CC1	5	5	18	-3	-1	0	12	7	16	-9	5
OC[C@@H]1CN(Cc2cccc(C(F)(F)F)c2)C[C@H](n2cnc3c(NCc4ccco4)ncnc32)O1	/	2	-3	-4	9	25	-10	10	0	-1	-6

Next compounds
SMILES	LMP1 NFkB inh	NCOA1 inh	NR2F2 inh	SRC3 inh	TROY NFkB inh	NR5A2 inv ag	CF NFkB block	TWEAK Fn14 block	Shn3 inh set2	KKLEB tox	TRAIL sens C8
CCOc1ccccc1NC(=O)COc1coc(CN2CCc3ccccc3C2)cc1=O	6	-5	24	11	-18	34	-13	-6	-5	4	6
Cc1ccccc1OCC(O)CNC1CCCC1 (stereo not drawn)	-2	7	-18	-1	3	6	-2	13	-1	2	-5
COc1cc(C(=O)Nc2ccc(S(=O)(=O)Nc3cnc4ccccc4n3)cc2)cc(OC)c1OC	3	-7	8	12	0	-24	-11	10	-4	1	1
Cc1cccc(Nc2ncc3c(n2)CC(C)CC3=O)c1 (stereo not drawn)	-38	-65	-36	-78	1	-46	25	-10	-126	6	8
O=C(NCCc1ccccc1)C1Cc2c(-c3ccc(Cl)cc3)ccnc2O1 (stereo not drawn)	/	10	12	-14	8	-3	-69	-16	2	21	-21
COCCn1c(N)c(N(Cc2ccccc2)C(=O)c2ccc(N3CCCC3=O)cc2)c(=O)[nH]c1=O	3	-2	0	1	-2	-6	16	-6	-1	2	-12
COc1cc(/C=N/NC(=O)c2c(C)nnn2-c2nonc2N)ccc1O	7	-15	10	-7	-12	-1	-2	-4	-1	-2	14
Cc1nc(NCCN2CCOCC2)c2nnn(Cc3c(F)cccc3Cl)c2n1	6	-3	5	23	16	22	-3	-4	8	3	-14
Cc1nc(NC(=O)CSc2nnc(C)n2CC2CCCO2)sc1C (stereo not drawn)	-7	-2	6	17	13	-11	8	1	-8	2	-12
Cc1ccc(C(=O)NC(C)C2CC3CCC2C3)cc1 (stereo not drawn)	/	-5	3	-5	-15	2	-19	-3	-2	1	4

Records listed above marked active in Shn3 inh set2.
mol | LMP1 NFkB inh | NCOA1 inh | NR2F2 inh | SRC3 inh | NR5A2 inv ag | CF NFkB block | TWEAK Fn14 block | Shn3 inh set2
Nc1c(Br)cc2c(c1Br)C(O)c1ccccc1-2 (stereo not drawn) | -2 | -25 | -16 | -4 | 24 | -15 | -5 | 94*
